Source: PubChem (several laboratories)
M1 PAM = human M1 muscarinic receptor positive allosteric modulators, primary screen, CHO-K1 cells, Fluo-8 calcium fluorescence, 1536-well | CHO-K1 hM1, ACh EC20; 0% = ACh EC20, 100% = maximal ACh | activation, % at 3 µM | actives 0.088% (n = 360,000) | AID 588819, 2011; in the data active = activation above about 19%, passing the limit was not always enough
Target sequence (P11229 whole entry, looked up): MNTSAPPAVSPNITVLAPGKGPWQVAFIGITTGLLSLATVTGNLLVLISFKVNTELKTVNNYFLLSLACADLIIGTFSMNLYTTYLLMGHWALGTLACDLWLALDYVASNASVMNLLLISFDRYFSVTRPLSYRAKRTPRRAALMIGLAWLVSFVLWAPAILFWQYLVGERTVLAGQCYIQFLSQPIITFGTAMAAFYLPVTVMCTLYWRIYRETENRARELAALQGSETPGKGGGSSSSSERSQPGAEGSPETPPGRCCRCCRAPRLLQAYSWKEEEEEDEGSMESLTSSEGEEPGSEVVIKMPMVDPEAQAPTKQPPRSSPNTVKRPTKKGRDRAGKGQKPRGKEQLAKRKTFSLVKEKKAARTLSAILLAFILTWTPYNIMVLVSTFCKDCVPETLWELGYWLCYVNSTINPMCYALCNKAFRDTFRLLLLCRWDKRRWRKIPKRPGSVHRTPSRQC
CRFR2-BP ag = agonists of CRF-BP/CRF-R2 complex, primary screen, cell-based, HEK293, calcium dye fluorescence, uHTS; CRF-binding protein / CRF receptor 2 complex (human); calcium dye fluorescence (FLIPR); percent of saturating CRF peptide response; activation, % at 13.2 µM; actives 0.46% (n = 350,000); AID 588473, 2011;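 active = activation of at least 50%, plus an integration ratio under a set limit after plate pattern correction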;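 also: plate controls were neutral control wells without compound for no effect and CRF at EC100 for full effect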
CHRM5 antagonist = human M5 muscarinic receptor antagonists, primary screen, CHO cells, Fluo-8 calcium fluorescence; Muscarinic acetylcholine receptor M5 (Homo sapiens), P08912; CHO-hM5 cells, ACh EC80; inhibition, % at 3 µM; actives 0.59% (n = 360,000);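 active = inhibition above a per-plate cutoff, the mean of that plate's test compounds plus 3 SD, cut at about 27% in these data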;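 also: 0% = acetylcholine EC80 with DMSO and 100% = DMSO without agonist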
Target sequence (P08912 whole entry, looked up): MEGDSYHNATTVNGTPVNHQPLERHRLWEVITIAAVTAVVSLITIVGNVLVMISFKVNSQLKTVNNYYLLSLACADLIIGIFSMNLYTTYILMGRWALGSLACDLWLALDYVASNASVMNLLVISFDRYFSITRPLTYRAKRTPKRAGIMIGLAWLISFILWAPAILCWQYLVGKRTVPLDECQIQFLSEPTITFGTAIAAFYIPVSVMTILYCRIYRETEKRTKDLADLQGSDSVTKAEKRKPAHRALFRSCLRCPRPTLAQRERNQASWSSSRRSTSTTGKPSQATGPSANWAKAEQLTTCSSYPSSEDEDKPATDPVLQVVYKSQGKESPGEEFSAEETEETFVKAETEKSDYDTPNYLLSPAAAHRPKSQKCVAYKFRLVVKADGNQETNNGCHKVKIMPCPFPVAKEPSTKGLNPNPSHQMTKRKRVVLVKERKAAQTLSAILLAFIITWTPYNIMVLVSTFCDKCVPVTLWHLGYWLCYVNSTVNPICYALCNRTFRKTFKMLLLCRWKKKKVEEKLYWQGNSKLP
CHRM5 agonist = human M5 muscarinic receptor agonists, primary screen, CHO-K1 cells, Fluo-8 calcium fluorescence | CHO-K1 hM5 cells; 0% DMSO wells, 100% maximal acetylcholine response | activation, % at 3 µM | actives 0.19% (n = 360,000) | AID 624037, 2012;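 active = activation above the run's mean over test compounds plus 3 SD, cut at about 23% in these data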;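 also: signal is peak over basal fluorescence ratio across the kinetic read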
CHRM5 PAM = human M5 muscarinic receptor positive allosteric modulators, primary screen, CHO-K1 cells, Fluo-8 calcium fluorescence; Muscarinic acetylcholine receptor M5 (Homo sapiens), P08912; CHO-K1 hM5, ACh EC20 PAM; 0% = ACh EC20, 100% = ACh EC100; activation, % at 3 µM; actives 0.3% (n = 360,000); AID 624038, 2012;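 active = activation above the run cutoff, the mean activation of all test compounds plus 3 SD, cut at about 18% in these data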
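Replicates: One well per compound, no replicates | System: Human M5 receptor in CHO-K1 cells | Benchmarks: Low control EC20 acetylcholine (0%), high control EC100 acetylcholine (100%) | Probe or stimulus: Acetylcholine, EC20 level | Times: Fluo-8 loading 80 min at 37 °C plus 30 min room temperature | Signal: Intracellular calcium via Fluo-8 fluorescence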
CHRM4 antagonist = human M4 muscarinic receptor antagonists, primary screen, CHO cells, Fluo-8 calcium fluorescence; Muscarinic acetylcholine receptor M4 (Homo sapiens), P08173; CHO-hM4 cells, ACh EC80; inhibition, % at 3 µM; actives 0.73% (n = 360,000);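 active = inhibition above its plate's cutoff, the mean inhibition of sample wells plus 3 SD, cut at about 27% in these data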;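 also: 0% = acetylcholine EC80 with DMSO and 100% = DMSO without agonist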
CHRM4 PAM = human M4 muscarinic receptor positive allosteric modulators, primary screen, CHO-K1 cells, Fluo-8 calcium fluorescence. CHO-K1 hM4/Gqi5, ACh EC20; 0% = ACh EC20, 100% = maximal ACh. activation, % at 3 µM. actives 0.4% (n = 360,000). AID 624126, 2012;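 active = activation above its plate's cutoff, the mean activation of sample wells plus 3 SD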; also: some results filed as inactive read as strong as hits
M4 ag = human M4 muscarinic receptor agonists, primary screen, CHO-K1 cells, Fluo-8 calcium fluorescence; actives 0.14% (n = 360,000); activation, % at 3 µM; AID 624127, 2012; Muscarinic acetylcholine receptor M4 (Homo sapiens), P08173; CHO-K1 hM4/Gqi5; vehicle 0%, full acetylcholine response 100%;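 active = activation above the run mean over all test wells plus 3 SD, cut at about 32% in these data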;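 also: peak over basal fluorescence ratio per well then scaled between controls; 0% = DMSO wells and 100% = acetylcholine at EC100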
M1 antag = human M1 muscarinic receptor antagonists, primary screen, CHO-K1 cells, Fluo-8 calcium fluorescence, 1536-well | inhibition, % at 3 µM | AID 588852, 2011 | Muscarinic acetylcholine receptor M1 (Homo sapiens), P11229 | actives 1.3% (n = 360,000) | CHO-K1 hM1, ACh EC80 antagonist;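 active = percent inhibition above its own plate's cutoff, namely the mean of that plate's compound wells plus 3 SD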;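 also: peak over basal fluorescence ratio during 140 s after agonist addition; 0% = ACh EC80 plus DMSO and 100% = DMSO alone without agonist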
Active calls of the source: *; . = no result given.

| CHRM5 PAM | CHRM4 PAM | CRFR2-BP ag | M4 ag | CHRM5 agonist | M1 PAM | CHRM4 antagonist | M1 antag | CHRM5 antagonist | SMILES |
| --- | --- | --- | --- | --- | --- | --- | --- | --- | --- |
| -20 | -13 | -0.8 | 8 | 2 | -7 | 17 | 31 | 18 | CCCCOc1ncnc2c1[nH]c1ccc(C)cc12 |
| -1 | 5 | -1.5 | 1 | -1 | 7 | -14 | -12 | -2 | C[C@H]1CN([C@@H](C)CO)C(=O)CCCn2nncc2CO[C@H]1CN(C)C(=O)c1ccc(N2CCN(C)CC2)cc1 |
| 10 | 18 | 0.6 | 1 | -5 | 3 | -7 | -13 | -10 | O=C(CN(c1ccc(Cl)c(C(F)(F)F)c1)S(=O)(=O)c1ccccc1)N1CCOCC1 |
| 8 | 0 | -2.7 | 2 | -1 | 2 | 6 | -7 | 1 | CCOC(=O)c1cc(-c2ccc(Cl)s2)[nH]n1 |
| -6 | 6 | -1.0 | 0 | 0 | 14 | -8 | -14 | 8 | COc1cc(NC(=S)NCCCO)c(OC)cc1Cl |
| -6 | -5 | -1.1 | 5 | 8 | -5 | 7 | 13 | 11 | CS(=O)(=O)c1ccc(N2CCN(S(=O)(=O)c3cccs3)CC2)c([N+](=O)[O-])c1 |
| -4 | -9 | -2.0 | 11 | 5 | -7 | -5 | 12 | 6 | O=C(Nc1cccc(S(=O)(=O)N2CCOCC2)c1)C1COc2ccccc2O1 (stereo not drawn) |
| -11 | 2 | 0.4 | 0 | -10 | -3 | -6 | -5 | 13 | CCCCOC(=O)NC1CCc2cc(OC)c(OC)c(OC)c2-c2ccc(SC)c(=O)cc21 (stereo not drawn) |
| 7 | 12 | 1.5 | 1 | -2 | 8 | -7 | -10 | -19 | CN1C(=O)/C(=C\c2cc(Br)cs2)c2ccccc21 |
| -7 | 15 | 2.9 | 1 | 4 | -3 | 3 | 7 | 4 | CCCCCCSc1ccc([C@H]2N[C@@](Cc3ccccc3)(C(=O)OC)[C@H]3C(=O)N(CC)C(=O)[C@@H]23)cc1 |

Compound profiles, from the list above:
CCCCCCSc1ccc([C@H]2N[C@@](Cc3ccccc3)(C(=O)OC)[C@H]3C(=O)N(CC)C(=O)[C@@H]23)cc1 in the list: CHRM5 PAM = -7; CHRM4 PAM = 15; CRFR2-BP ag = 2.9; M4 ag = 1; CHRM5 agonist = 4; M1 PAM = -3; CHRM4 antagonist = 3; M1 antag = 7; CHRM5 antagonist = 4
O=C(Nc1cccc(S(=O)(=O)N2CCOCC2)c1)C1COc2ccccc2O1 (stereo not drawn) in the list: CHRM5 PAM = -4; CHRM4 PAM = -9; CRFR2-BP ag = -2.0; M4 ag = 11; CHRM5 agonist = 5; M1 PAM = -7; CHRM4 antagonist = -5; M1 antag = 12; CHRM5 antagonist = 6

Going on with the list.
| CHRM5 PAM | CHRM4 PAM | CRFR2-BP ag | M4 ag | CHRM5 agonist | M1 PAM | CHRM4 antagonist | M1 antag | CHRM5 antagonist | SMILES |
| --- | --- | --- | --- | --- | --- | --- | --- | --- | --- |
| 1 | -7 | -1.7 | 1 | 2 | 10 | -1 | -10 | 5 | O=C(O)c1[nH]c2ccccc2c1C=NCc1ccccc1Cl |
| -2 | 0 | -2.2 | 0 | -2 | -2 | -3 | -2 | 3 | O=C(NNC(=O)c1ccccc1C(=O)O)c1ccc(O)cc1 |
| 2 | 6 | . | 1 | 1 | . | -3 | . | -3 | CC(C)CN1C(=O)CSCC1(C)C(=O)NC(C)C (stereo not drawn) |
| 0 | 1 | -0.4 | 1 | -2 | 2 | -2 | 1 | 8 | Cc1ccc(C(=O)NCCCNC(=O)c2ccco2)cc1 |
| 8 | 2 | -2.6 | 0 | 2 | 15 | -5 | -20 | 4 | N#Cc1c(-c2ccc(Cl)cc2)cc(-c2ccccc2)nc1SCC(=O)O |
| -5 | 9 | -0.7 | 0 | 0 | 13 | -9 | -25 | 5 | Cc1cc(C)c(NC(=O)C2CCN(S(C)(=O)=O)CC2)c(C)c1 |
| 0 | -5 | 0.0 | 0 | 1 | 3 | 4 | -2 | 10 | CSC1=NS(=O)(=O)c2c(C)nn(C)c2S1 |
| -2 | 7 | 1.8 | 1 | -3 | 1 | 4 | -14 | 3 | O=C(NCC1CCCO1)c1cccc(NC(=O)c2ccco2)c1 (stereo not drawn) |
| 0 | 6 | 0.2 | -1 | -1 | 0 | -1 | -9 | 1 | C[C@H]1Cn2cnc(C(=O)Nc3ccccc3)c2C(=O)N1 |
| -4 | -10 | 2.4 | 9 | 3 | -7 | 10 | 9 | 3 | Cc1ccccc1N1CCN(Cc2c[nH]c3ccccc23)CC1 |
| -1 | 0 | -2.0 | 0 | -1 | 6 | 4 | -10 | 2 | O=C(O)C1CCCN(S(=O)(=O)Cc2ccccc2)C1 (stereo not drawn) |
| -1 | 0 | -0.2 | 8 | 2 | -4 | 2 | 1 | 2 | CC(OC(=O)c1ccc(-n2cnnn2)cc1)C(=O)Nc1ccccc1[N+](=O)[O-] (stereo not drawn) |
| 1 | -3 | 0.1 | 2 | 0 | 6 | 9 | -2 | -2 | CC(C(=O)NCc1ccc2c(c1)OCO2)N(c1ccccc1)S(C)(=O)=O (stereo not drawn) |
| -1 | -5 | 0.2 | 3 | 6 | 5 | 2 | -2 | 3 | Cc1cc(S(=O)(=O)Nc2ccc(N3CCOCC3)cc2)ccc1Br |
| -1 | -2 | 2.3 | 1 | -1 | 7 | 7 | -7 | -6 | O=C(Nc1ccc(-c2noc(-c3ccccc3F)n2)cc1)c1cccs1 |
| -2 | 2 | 2.8 | 0 | -3 | 11 | 3 | -38 | 6 | COc1ccc(CN2CCOC2=O)cc1OC |
| 7 | 5 | 3.0 | 1 | 0 | 10 | -4 | -6 | -1 | CCC1CCC2(CC1)NC(CO)(CO)CO2 (stereo not drawn) |
| 0 | 3 | -3.8 | 0 | -2 | 13 | -1 | -14 | 2 | Cc1ccc(NC(=O)CCC(=O)NNC(=O)C(C)(C)C)c(C)c1 |
| -9 | -3 | 0.0 | 4 | 5 | -9 | -12 | 12 | 3 | CC(C)=CCOc1ccc([C@@H]2COc3c(ccc4c3C=CC(C)(C)O4)C2)c(O)c1 |
| 9 | -7 | 1.9 | 1 | 3 | 2 | 8 | -2 | -7 | COc1cc2cc(C(c3nnnn3C(C)(C)C)N3CCc4ccccc43)c(=O)[nH]c2cc1OC (stereo not drawn) |
| -3 | 0 | -1.0 | 0 | -9 | 4 | 2 | -4 | 1 | Cc1cc[n+](CCc2ccccc2)cc1C |
| -1 | 7 | -2.7 | 1 | -3 | -7 | -10 | 4 | 4 | CSc1cccc(N2CC(C(=O)Nc3cccc(S(=O)(=O)N4CCCC4)c3)CC2=O)c1 (stereo not drawn) |
| 2 | 1 | -2.7 | 0 | -5 | 6 | 8 | -16 | 7 | CCOc1ccc(NC(=S)NC(=O)c2cccnc2)c([N+](=O)[O-])c1 |
| -16 | -6 | 0.3 | 12 | -2 | -3 | -4 | 21 | 9 | Fc1ccc(COc2cccc(CNCc3ccncc3)c2)cc1 |
| -6 | 0 | -1.4 | 0 | -2 | 3 | 2 | -3 | 3 | CCOC(=O)N1CCC(N(CCOC)C(=O)Nc2ccc(CC)cc2)CC1 |
| 0 | 8 | -1.9 | 3 | -5 | 3 | -14 | -4 | 10 | COc1cccc(NC(=O)/C=C/c2ccco2)c1 |
| -1 | -4 | -1.1 | 3 | 1 | 7 | 8 | -11 | 8 | COc1ccc(N(CC(=O)NC2CCCCC2)C(=O)c2ccc(C)s2)c(OC)c1 |
| -5 | -1 | -1.0 | 4 | 4 | 3 | 2 | 2 | 3 | O=C(OCc1nc2ccc(Cl)cc2n1CCO)c1ccccc1 |
| 1 | 4 | 0.1 | 1 | -2 | 11 | -9 | -7 | -1 | COc1ccccc1C(=O)NC(=O)Nc1cccc(Cl)c1 |
| -4 | 6 | -0.2 | 5 | 2 | 3 | -7 | -3 | 8 | Cc1ccc(C(=O)N2CCN(c3ccccc3O)CC2)cc1S(=O)(=O)N1CCCCC1 |

Some of the entries above, reformatted:
Below each compound – CHRM5 PAM, CHRM4 PAM, CRFR2-BP ag, M4 ag, CHRM5 agonist, M1 PAM, CHRM4 antagonist, M1 antag, CHRM5 antagonist
- Fc1ccc(COc2cccc(CNCc3ccncc3)c2)cc1
  -16, -6, 0.3, 12, -2, -3, -4, 21, 9
- CCOC(=O)N1CCC(N(CCOC)C(=O)Nc2ccc(CC)cc2)CC1
  -6, 0, -1.4, 0, -2, 3, 2, -3, 3
- COc1cccc(NC(=O)/C=C/c2ccco2)c1
  0, 8, -1.9, 3, -5, 3, -14, -4, 10
- COc1ccc(N(CC(=O)NC2CCCCC2)C(=O)c2ccc(C)s2)c(OC)c1
  -1, -4, -1.1, 3, 1, 7, 8, -11, 8
- O=C(OCc1nc2ccc(Cl)cc2n1CCO)c1ccccc1
  -5, -1, -1.0, 4, 4, 3, 2, 2, 3
- COc1ccccc1C(=O)NC(=O)Nc1cccc(Cl)c1
  1, 4, 0.1, 1, -2, 11, -9, -7, -1

(listing goes on)
| CHRM5 PAM | CHRM4 PAM | CRFR2-BP ag | M4 ag | CHRM5 agonist | M1 PAM | CHRM4 antagonist | M1 antag | CHRM5 antagonist | SMILES |
| --- | --- | --- | --- | --- | --- | --- | --- | --- | --- |
| -12 | 11 | -2.5 | 7 | -8 | 1 | -3 | -4 | 7 | Cc1cccc(NC(=O)c2cccc(S(=O)(=O)Nc3c(C)n(C)n(-c4ccccc4)c3=O)c2)c1 |
| -3 | 3 | -0.1 | 0 | 4 | 17 | -5 | -14 | -1 | COc1ccccc1N1CCN(C(=O)c2cc3c(-c4ccc(Cl)cc4)nn(C)c3s2)CC1 |
| 4 | 2 | -0.1 | 2 | -3 | 3 | 9 | -3 | -2 | COc1ccc(OC)c(S(=O)(=O)CC(O)CS(=O)(=O)c2ccccc2)c1 (stereo not drawn) |
| 1 | -2 | 0.9 | 4 | 5 | 6 | -9 | -9 | 1 | CC1(C(=O)Nc2ccccc2)Cc2ccccc2C(=O)O1 (stereo not drawn) |
| 8 | 0 | -0.5 | -1 | -5 | 8 | 12 | -8 | -3 | Cc1c(Cl)cccc1NC(=O)CNC(=O)CCS(=O)(=O)c1ccc(F)cc1 |
| 0 | -3 | -0.7 | 0 | -4 | 9 | 3 | -10 | 3 | CCNc1c([N+](=O)[O-])c(=O)n(CC)c2ccccc12 |
| 7 | 5 | -7.2 | 3 | 0 | 8 | -5 | -8 | -3 | CCOC(=O)c1cc2c(=O)n3ccccc3nc2n(C(C)C)c1=NC(=O)c1ccco1 |
| 5 | 8 | -0.1 | 3 | 3 | -1 | -1 | 2 | -7 | CC1CCCCC1NC(=O)C(Cc1ccccc1)NS(=O)(=O)c1cccs1 (stereo not drawn) |
